# PI4K2A block: inhibitors of human PI4K2A; Q9BTU6; purified PI4K2A, ADP-Glo luminescence, 1 h; hits give low values; activity change, negative = inhibition, % at 76.9 µM; 420,000 compounds, 0.13% hits; AID 1346378; in the data active = activity change below about -50%;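 note: -100% = wells without enzyme as full effect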
# Target sequence (Q9BTU6 whole entry, looked up): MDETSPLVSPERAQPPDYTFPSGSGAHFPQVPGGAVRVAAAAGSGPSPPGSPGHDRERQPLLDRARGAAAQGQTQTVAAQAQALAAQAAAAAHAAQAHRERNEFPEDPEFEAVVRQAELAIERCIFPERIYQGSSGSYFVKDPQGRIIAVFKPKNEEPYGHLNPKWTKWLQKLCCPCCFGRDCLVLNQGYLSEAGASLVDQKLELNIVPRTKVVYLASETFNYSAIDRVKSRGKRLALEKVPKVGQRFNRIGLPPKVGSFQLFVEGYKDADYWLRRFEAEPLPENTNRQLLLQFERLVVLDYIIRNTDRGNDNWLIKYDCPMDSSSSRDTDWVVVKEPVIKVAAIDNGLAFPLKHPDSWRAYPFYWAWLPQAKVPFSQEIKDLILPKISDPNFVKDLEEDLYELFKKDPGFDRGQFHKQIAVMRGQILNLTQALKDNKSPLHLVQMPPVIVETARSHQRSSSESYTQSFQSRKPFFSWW
#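 Compounds are screened against recombinant PI4K2A using PI as substrate and ATP, the latter dispensed at 300 microM. Reactions run one hour at ambient temperature before ADP-Glo detection; full inhibition defined by wells lacking enzyme.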
# Starred values were filed as active, the others as inactive; & = joins results of further samples. This is a subset. The share of hits here may be higher or lower than overall.
SMILES,PI4K2A block
COC(=O)[C@@]12C[C@@H](CC(=O)N3CCN(C(=O)c4ccco4)CC3)C(=O)N(Cc3ccc4c(c3)OCO4)C1=CCC(C)(C)C2,0
CCCCCC[C@H](CN(CCCC)S(C)(=O)=O)c1ccccc1,-2
CC(C)(C)OC(=O)NCc1cc2c(cc1/C=C/S(=O)(=O)NC1CCCC1)OCO2,4
CC1(C)CC(=O)N(CC(=O)N2CCN(c3cccc(C(F)(F)F)c3)CC2)c2ccccc2S1(=O)=O,-3
COC(=O)/C=C1\OC(c2ccccc2)c2ccccc21 (centres undefined),0
N#CCC[C@H]1CC[C@]2(CCCN(C(=O)C3CCCCC3)C2)O1,-9
CCOC(=O)[C@]12CCCCC/C=C\1N(CCc1ccc(Cl)cc1)C(=O)[C@H]2CC(=O)NCCCN1CCCC1=O,0
COc1ccc(C2CC=C(C(=O)O)C(c3ccccc3F)N2S(=O)(=O)c2ccc(C)cc2)cc1OC (centres undefined),-5
C[C@H]1C2CC(OC(=O)Nc3ccc(C(F)(F)F)cc3)C(C2)[C@H]2CCCCN21 (some centres undefined),-3
O=c1c(-c2cc3ccccc3[nH]2)nc2ccccc2n1C(CCc1ccccc1)c1nc2ccccc2[nH]1 (centres undefined),8
C=CS(=O)(=O)N(Cc1nnn(Cc2ccccc2)c1Br)[C@@H](CC(C)C)C(=O)OC,4
COC(=O)c1cc(-c2cccc(C(C)C)c2)c(=O)n2c1CCC2,-3
Cc1nc2ccc(S(=O)(=O)NCC(=O)N(C)Cc3ccc(F)cc3)cc2s1,0
COc1cccc(C(C(=O)NC2CCCC2)N2CCN(c3ncccc3C#N)CC2)c1OC (centres undefined),4
COC(=O)C[C@H]1CC[C@@H](NS(=O)(=O)c2ccccc2)[C@@H](CO)O1,2
O=C(NCCc1ccccc1)OCc1cn(-c2cccc(Cl)c2)nn1,-2
Cc1cccc(NC(=O)C2CCCN2S(=O)(=O)c2cccc3cccnc23)c1C (centres undefined),-2
COc1ccc(N2CCN(C(=O)C(=O)c3cccc([N+](=O)[O-])c3)CC2)cc1,3
COc1cccc(-c2nnc(SCC(=O)OC(C)C)n2-c2ccc(Cl)cc2)c1,2
O=C1c2cccc3c2[C@H](CCC3)CN1[C@@H]1CN2CCC1CC2,-2
CCOc1cc(CCNC(=O)c2cc(-c3ccccc3)c(N3CCOCC3)s2)ccc1OC,1
COc1cccc(N2CCN(CC(=O)N(C)Cc3ccc(F)cc3)CC2)c1,0
O=C(NCCN1CCC(Cc2ccccc2)CC1)C1CCCN(S(=O)(=O)c2ccc(Br)s2)C1 (centres undefined),3
C[C@H]1[C@@H](C(=O)N2CCCC2)CC(=O)/C(=N/OCc2ccccc2)C[C@@H]1c1ccccc1,-3
O=C(CSc1nc2ccccc2n1Cc1ccccc1)NN=C/C=C/c1ccccc1,0

# No new results follow: entries from further up.
SMILES,PI4K2A block
COC(=O)c1cc(-c2cccc(C(C)C)c2)c(=O)n2c1CCC2,-3
Cc1nc2ccc(S(=O)(=O)NCC(=O)N(C)Cc3ccc(F)cc3)cc2s1,0
COc1cccc(C(C(=O)NC2CCCC2)N2CCN(c3ncccc3C#N)CC2)c1OC (centres undefined),4
COC(=O)C[C@H]1CC[C@@H](NS(=O)(=O)c2ccccc2)[C@@H](CO)O1,2
O=C(NCCc1ccccc1)OCc1cn(-c2cccc(Cl)c2)nn1,-2
Cc1cccc(NC(=O)C2CCCN2S(=O)(=O)c2cccc3cccnc23)c1C (centres undefined),-2
COc1ccc(N2CCN(C(=O)C(=O)c3cccc([N+](=O)[O-])c3)CC2)cc1,3
COc1cccc(-c2nnc(SCC(=O)OC(C)C)n2-c2ccc(Cl)cc2)c1,2
O=C1c2cccc3c2[C@H](CCC3)CN1[C@@H]1CN2CCC1CC2,-2
CCOc1cc(CCNC(=O)c2cc(-c3ccccc3)c(N3CCOCC3)s2)ccc1OC,1
COc1cccc(N2CCN(CC(=O)N(C)Cc3ccc(F)cc3)CC2)c1,0
O=C(NCCN1CCC(Cc2ccccc2)CC1)C1CCCN(S(=O)(=O)c2ccc(Br)s2)C1 (centres undefined),3
C[C@H]1[C@@H](C(=O)N2CCCC2)CC(=O)/C(=N/OCc2ccccc2)C[C@@H]1c1ccccc1,-3
O=C(CSc1nc2ccccc2n1Cc1ccccc1)NN=C/C=C/c1ccccc1,0

# The listing continues.
SMILES,PI4K2A block
CCOC(=O)N1CCN(C(=O)C[C@@H]2C(=O)N(Cc3ccc(OC)cc3)C3=CCN(C(=O)OC(C)(C)C)C[C@]32C(=O)OCC)CC1,0
Cc1ccc(NC(=O)CSc2nnc(-c3cccnc3)n2Cc2ccco2)cc1C,3
CCC(=O)OCCCN1C(=O)CCC12CCC(C)CC2 (centres undefined),-1
COC(=O)[C@]12C[C@H](CC(=O)NCCCCc3ccccc3)C(=O)N(Cc3ccco3)C1=C[C@H](C(C)(C)C)O[C@@H]2C,0
Cc1cc(C)c2cc(C#N)c(NCCNC(=O)c3ccccn3)nc2c1,4
COC(=O)[C@]12CCCCC=C1N(Cc1ccc(OC)cc1)C(=O)[C@@H]2CC(=O)NCc1cccs1,-1
Cc1ccc2c(c1)-c1c(cnn1CC(=O)NCCc1ccc(O)cc1)CO2,2
COC(=O)[C@]12C[C@H](CC(=O)NCc3ccc(OC)c(OC)c3)C(=O)N(Cc3ccc(Cl)cc3Cl)C1=C[C@H](COCc1ccccc1)O[C@@H]2C,2
Nc1ccc(C(=O)OCC(O)CO)cc1 (centres undefined),4
Cc1ccc(S(=O)(=O)NCC(=O)N2CCN(c3ccccn3)CC2)cc1C,9
CCOC(=O)Cn1cc(CN2C(C(=O)OC)CN(C3CC3)CCS2(=O)=O)nn1 (centres undefined),-9
COC(=O)C12C=C3CC(C)=C3C(=O)N1Cc1[nH]c3ccccc3c1C2 (centres undefined),-8
COc1cccc(NC(=O)NC2CCCCN(Cc3ccc(C)cc3)C2=O)c1 (centres undefined),-7
Cc1cc(C(=O)NN=Cc2cccc(O)c2)n[nH]1,-1
O=C(NCc1ccccc1)C1C(c2ccc3c(c2)OCO3)=Nc2ccccc2N1C(=O)c1cccc2ccccc12 (centres undefined),6
CC[C@@H](CO)NCCN[C@@H](CC)CO,-4
CC(=O)N1CCC(C(=O)N2c3ccccc3N=C(c3ccc(C(F)(F)F)cc3)C2C(=O)NC(C)(C)C)CC1 (centres undefined),0
O=C(C1CCN(c2cncnc2)CC1)N1CCCC1,1
OC(c1ccccc1)(c1ccccc1)C1CCN(CCCOc2ccc(Cl)cc2)CC1,-4&-3
C[C@H](CCCCC1(C)OCCO1)CCC(=O)N(c1ccccc1)c1ccccc1,0
Clc1ccc(C(Cn2ccnc2)OCc2ccc(Sc3ccccc3)cc2)c(Cl)c1 (centres undefined),-1
O=C(Nc1ccc(F)cc1)C(CCc1ccccc1)N1CCN(CC(=O)N2CCCC2)CC1 (centres undefined),2
COc1ccc(OCc2nn3c(-c4ccccc4)nnc3s2)cc1,2
CSCCC(C(=O)Nc1c(C)cccc1C)n1c(COc2ccc(C)cc2)nc2ccccc21 (centres undefined),0
COc1ccc(C2Nc3ccccc3C(=O)N2Cc2ccco2)cc1COc1ccccc1C (centres undefined),7
# New compounds follow:
SMILES,PI4K2A block
O=C(O[C@H]1CC[C@@]23CCCN2C(=O)CCC[C@H]3C1)N1CCOCC1,-5
c1csc(-c2nnc(SCc3nc4ccccc4[nH]3)o2)c1,2
O=C(NCC1COc2ccccc2O1)c1ccc(NC(=O)c2cccc(F)c2)cc1 (centres undefined),-4
CS(=O)(=O)N[C@@H]1C[C@@H]2O[C@@H](CO)CC[C@@H]2O[C@@H]1CCc1ccc(/C=C/c2ccccc2)cc1,-2
COc1ccc2ccccc2c1C=NNC(=O)c1cc(-c2ccc(C)c(C)c2)n[nH]1,1
O=C(NCCc1ccccc1)OCc1cn(-c2ccc(F)cc2)nn1,-1
CCN(CC)C(=O)CC[C@@H]1CC[C@]2(CCCN(C(=O)C3CCCCC3)C2)O1,-2
Cc1ccccc1CN1CCCCC(NC(=O)c2ccc(F)c(F)c2)C1=O (centres undefined),5
O=C(OC12CCCN(C1)/C(=C/c1cccc(Cl)c1)C2)c1ccc(F)cc1 (centres undefined),-3
COc1cccc(C(C(=O)NCc2ccccc2)N2CCN(C(=O)C3CCCO3)CC2)c1OC (centres undefined),3
CCOC(=O)[C@]12CCCCC/C=C\1N(CCc1ccc(Cl)cc1)C(=O)[C@H]2CC(=O)NCc1cccs1,5
COc1cccc(N2CCN(CC(=O)NCc3c(F)cccc3F)CC2)c1,-5
COc1ccc(Cn2ccc3ccc(-c4ccc5ccn(Cc6cccc(F)c6)c5c4)cc32)cc1,-10
CCCC1CCC2(CC1)CCC2OC(=S)Nc1ccccc1Cl (centres undefined),2
CCc1ccc(CCNC(=O)OC2CCC23CCC(c2ccccc2)CC3)cc1 (centres undefined),0
O=C(OC12CCCN(C1)/C(=C/c1ccc(Cl)cc1)C2)c1ccc(Cl)cc1 (centres undefined),0
C[C@H]1COc2cc(N3CCCC3)ccc2S(=O)(=O)N1C,4
COc1cccc(NC(=O)Nc2c(-c3ccc(F)cc3)nc3ncccn23)c1,2
O=C(NC1CCCC1)C1C(c2ccc(C(F)(F)F)cc2)=Nc2ccccc2N1C(=O)c1ccccc1 (centres undefined),-24
COC(=O)C[C@H]1CC[C@H](NC(=O)c2cccc(F)c2)[C@@H](CO)O1,-10
C#CCNC(=O)CSCc1nc(-c2ccc(OCC)cc2)oc1C,2
COc1ccc(S[C@]2(C(=O)N3CCCC3)CC(=O)N(C(=O)c3ccccc3)[C@@H]2c2ccc(OC)cc2)cc1,-2
CN1C(=O)[C@@](O)(c2cn(C)c3ccccc23)c2cc(F)ccc21,-1
Cc1nnsc1-c1nc2ccccc2n1C(CCc1ccccc1)c1nc2ccccc2[nH]1 (centres undefined),-3
CC(C)C[C@@H](CCCc1ccccc1)CCC(=O)N(c1ccccc1)c1ccccc1,-1
# (continued)
SMILES,PI4K2A block
O=C(OC12CCCN(C1)/C(=C/c1ccccc1)C2)C1CCCCC1 (centres undefined),-1
COc1ccccc1CNC1CCC12CCC(c1ccccc1)CC2 (centres undefined),0
CC(=O)CC[C@H]1CC[C@]2(CCCN(C(=O)C3CCCC3)C2)O1,0
Cc1ccccc1C(=O)NC1CCCCN(Cc2cccc(Cl)c2)C1=O (centres undefined),0
CCN(CC)C(=O)CC[C@H]1CC[C@]2(CCCN(C(=O)c3ccccc3)C2)O1,-1
O=C(CCCCCN1C(=O)C2C3C=CC(C3)C2C1=O)Nc1ccc(Cl)cc1 (centres undefined),-1
CN(C)[C@@H]1CCN(c2ccc3c(c2)OCCCN(C2CC2)S3(=O)=O)C1,-8
CC(=O)c1cc2ccccc2s1,-1
CCOC(=O)[C@]12CCCC=C1N(Cc1ccc(OC)cc1)C(=O)[C@@H]2CC(=O)NCc1cccc(C(F)(F)F)c1,-4
CCN(CC)C(=O)Cn1nc(Cc2ccncc2)c2ccccc2c1=O,-5
Cc1cc(C)cc(-c2c(C(=O)c3ccccc3)[nH]c(N)c2C(=O)NCCc2c[nH]c3ccccc23)c1,3
O=C(NC1CCCCN(Cc2ccc(Cl)cc2)C1=O)c1ccc(F)c(F)c1 (centres undefined),0
O=C(NCCc1ccc(Cl)cc1)c1ccc2c(c1)ncn2C1CCCCC1,-2
COC(=O)C(C(=O)OC)C1CCCCC1NS(=O)(=O)c1ccc(C)cc1 (centres undefined),1
CCC[C@@H](/C=C/C(=O)OC(C)(C)C)Sc1ccc(C(C)(C)C)cc1,1
Cc1cccc(C)c1NC(=O)C(c1ccnc2ccccc12)N1CCN(C)CC1 (centres undefined),-4
Cc1cc(C)nc(N2CCN(C(=O)CSc3nc4ccccc4nc3N3CC(C)OC(C)C3)CC2)n1 (centres undefined),-4
C=CCN1[C@H](Cc2ccccc2)COc2cc(F)ccc2S1(=O)=O,8
COC(=O)[C@]12C[C@H](CC(=O)NCc3ccccc3)C(=O)N(Cc3cccc4ccccc34)C1=C[C@H](C(C)(C)C)O[C@@H]2C,-6
O=C(CSc1nnc(-c2cccc(Cl)c2)n1Cc1ccco1)Nc1ccc2c(c1)OCO2,16
CCOC(=O)[C@]12CCCC=C1N(Cc1ccccc1)C(=O)[C@H](CC(=O)NCCc1ccccc1OC)C2,6
COc1ccc(C(=O)C[C@@H]2OC[C@H](C(C)C)N2S(=O)(=O)c2ccc(C)cc2)cc1OC,1
C=CCN(CC#Cc1ccccc1)CC=C,2
CO/N=C(/C(=O)N[C@@H]1C(=O)N2C(C(=O)OCOC(=O)C(C)(C)C)=C(C)CS[C@H]12)c1csc(N)n1,-5
CC(C)(C)C(c1nc2ccccc2[nH]1)n1c(-c2ccco2)nc2ccccc21 (centres undefined),-1
# Going on with the list.
SMILES,PI4K2A block
CC(C)NC(=O)CCn1nnc(-c2cccs2)n1,-4
CCOC(=O)c1cc(=O)c2c(OCC(COc3cccc4oc(C(=O)OCC)cc(=O)c34)OC(=O)[C@@H](N)CCCCN)cccc2o1,-3
O=C1C[C@@H](C(=O)Nc2ccc(Cl)cc2)[C@@H](c2ccccc2)O1,-1
O=C(NC1CCCC1)C(c1ccc(F)cc1)N1CCC(O)(c2ccc(Cl)cc2)CC1 (centres undefined),0
Cc1ccc2ccc(C(Nc3ccccc3)c3ccccc3)c(O)c2n1 (centres undefined),-6
COC(=O)[C@@]12C[C@@H](CC(=O)NCc3cccc(C(F)(F)F)c3)C(=O)N(Cc3ccc4c(c3)OCO4)C1=CCC(C)(C)C2,0
COc1cccc(CCNC(=O)CCc2nc(-c3ccccc3F)no2)c1,-3
COC(=O)C[C@H]1CC[C@@H]2[C@H](COc3ccc(NC(=O)NCc4ccccc4)cc3C(=O)N2C)O1,-4
CC(C)(C)NC(=O)C(CCc1ccccc1)n1c(=O)c(-c2cc3ccccc3[nH]2)nc2ccccc21 (centres undefined),-1
O=C(c1cccnc1Cl)N1CCC(Oc2cccnc2)CC1,2
CCOc1ccc(C=Nn2c(-c3ccc(F)cc3)n[nH]c2=S)cc1,-3
CC(C)N1CCCCC(NC(=O)c2ccc3ccccc3c2)C1=O (centres undefined),6
Cc1ccc(/C=N\NC(=O)CN2CCN(S(=O)(=O)c3ccc(Br)cc3)CC2)s1,-5
CC(C)(C)c1ccc(S(=O)(=O)N2CCC(C(=O)NCc3cccs3)CC2)cc1,-1

# Screening results: PubChem BioAssay, National Center for Advancing Translational Sciences (NCATS)
